# RmlC RmlD mix: RmlC/RmlD inhibition, mixture screen | inhibition, % at 5.5 µM | RmlC/RmlD coupled enzyme inhibition, 384-well mixture HTS | 0.39% of 110,000 active | AID 1532; in the data active = inhibition above about 30%, passing the limit was not always enough; note: strong numbers were not always called active
# RT RNaseH block: blocks HIV-1 RNase H cleavage of RNA/DNA duplex; 1.9% of 65,000 active; P04585; RT-RNase H RNA/DNA duplex cleavage, fluorescence; inhibition, % at 10 µM; AID 565; in the data active = inhibition above about 50%
# * hit, by the source's call; / = not tested or not shown. The list is partial. The share of hits here may be higher or lower than overall.
# Value order: RmlC RmlD mix, RT RNaseH block
Cc1ccc(C(=O)/C=C2\NCCNC2=O)cc1
 : 0, /
CCCCc1nnc(NC(=O)CS(=O)(=O)Cc2ccccc2)s1
 : 6, /
Cc1ccc(/C=c2\s/c(=C(/C#N)C(=O)N3CCCC3)n(Cc3ccco3)c2=O)s1
 : 6, 35
COC(=O)COc1ccc2c(=O)c(Oc3ccccc3)c(C)oc2c1
 : /, -7
CCOc1nc(NC(C)C)nc(NC(C)C)n1
 : -11, /
COc1ccc(-c2cc(C(F)(F)F)nc(SCc3cccc(C(=O)O)c3)n2)cc1
 : 2, /
O=C(Nc1cc(Cl)ccc1N1CCCCC1)c1cccs1
 : 15, /
COc1ccc(C)cc1NS(=O)(=O)c1cn(C)c(=O)n(C)c1=O
 : 6, -13
CCOC(=O)c1cnn(-c2cc(C)nc3c(-c4ccccc4)c(C)nn23)c1N
 : 23, -2
CCC1CN(C)C2Cc3c([nH]c4ccccc34)C(=O)CC1C2C(=O)OC (stereo not given)
 : 10, /

# The closing two compounds of the section above lead into the next:
# Value order: RmlC RmlD mix, RT RNaseH block
CCOC(=O)c1cnn(-c2cc(C)nc3c(-c4ccccc4)c(C)nn23)c1N
 : 23, -2
CCC1CN(C)C2Cc3c([nH]c4ccccc34)C(=O)CC1C2C(=O)OC (stereo not given)
 : 10, /
COc1ccc(C2C(C#N)=C(N)Oc3c2oc(CO)cc3=O)c(OC)c1OC (stereo not given)
 : -5, -1
CCCC(=O)Nc1ccc(N2CCN(C(=O)c3cccs3)CC2)cc1
 : 8, -43
CCCCOc1ccccc1NC(=O)CSc1nnnn1C(C)(C)C
 : 5, -25
COCCCn1c(=N)c(C(=O)NCc2ccc3c(c2)OCO3)cc2c(=O)n3cccc(C)c3nc21
 : /, -22
CN1c2ccsc2C(O)=C(C(=S)Nc2ccc(F)c(Cl)c2)S1(=O)=O
 : 5, /
COc1cc(OC)c2c(-c3ccccc3)cc(=O)oc2c1
 : 7, /
COc1cc(N)c(Cl)cc1C(=O)NC1CN2CCC1CC2 (stereo not given)
 : -13, /
COc1ccccc1CC(=O)Nc1ccc(O)cc1C(=O)O
 : -4, -7
COc1ccccc1NC(=O)Nc1c(C)n(C)n(-c2ccccc2)c1=O
 : -17, -1
C/C=C/c1ccc(OCCCN2C(=O)NC(C)(C)C2=O)c(OC)c1
 : 6, -5
O=C(CSc1ccccc1C(=O)O)NC1CCCCCCC1
 : -8, /
O=C(CCNc1ccc(F)cc1)c1cccc([N+](=O)[O-])c1
 : -11, /
Cc1ccc(S(=O)(=O)Nc2nc(C)c(NC(=O)Nc3ccc(Cl)cc3Cl)s2)cc1
 : 2, /
COc1ccccc1NC(=O)CSc1ccc2nnc(-c3ccccn3)n2n1
 : 6, -1
O=C(CSc1ncnc2c1nnn2-c1ccc(F)cc1)NCC1CCCO1 (stereo not given)
 : -2, 20
CN(C)C(=O)CCN1CCOCC1
 : -44, /
CCN(CC)S(=O)(=O)c1ccc(F)c(C(=O)NCCC(C)C)c1
 : -10, 5
COc1ccccc1CNC(=O)CSc1nc(N)c(C#N)c(-c2cccs2)c1C#N
 : 7, /
CCCc1cc(N2CCCC(C(=O)NCc3ccc4c(c3)OCO4)C2)n2ncnc2n1 (stereo not given)
 : -9, -7
CCOCC(=O)Nc1nc2ccc(S(C)(=O)=O)cc2s1
 : -8, 3

# Molecules from the list above containing a cyano group (3):
# Value order: RmlC RmlD mix, RT RNaseH block
Cc1ccc(/C=c2\s/c(=C(/C#N)C(=O)N3CCCC3)n(Cc3ccco3)c2=O)s1
 : 6, 35
COc1ccc(C2C(C#N)=C(N)Oc3c2oc(CO)cc3=O)c(OC)c1OC (stereo not given)
 : -5, -1
COc1ccccc1CNC(=O)CSc1nc(N)c(C#N)c(-c2cccs2)c1C#N
 : 7, /

# Remaining list, next part:
# Value order: RmlC RmlD mix, RT RNaseH block
CCNc1c2c3c(cccc3n(C)c1=O)C(=O)c1ccccc1-2
 : -7, -339
CN(C(=O)c1cccc(Nc2ccc(-c3ccc4c(c3)OCCO4)nn2)c1)C1CCCCC1
 : 12, /
CC(=NCC1CCCO1)c1c(O)[nH]c(=O)[nH]c1=O (stereo not given)
 : 8, 2
Cc1ccnc(NC2(C(F)(F)F)N=C(c3ccccc3)NC2=O)c1 (stereo not given)
 : 7, /
O=C(O)c1ccc(S(=O)(=O)N2CCCCCC2)cc1
 : -1, /
Cc1ccc(NC(=O)CSc2nnc(-c3cnccn3)n2Cc2ccco2)cc1C
 : 9, -1
CCCCCc1c(C)nc(NCc2ccccc2)[nH]c1=O
 : 7, -26
CCCc1nnc(NC(=O)c2c(O)c3cccc4c3n(c2=O)CCC4)s1
 : 10, 72*
O=C(CSc1ncnc2ccccc12)N1CCCC1
 : -12, -7
Cc1oc(=O)c(NC(=O)c2cccc(Cl)c2)cc1C(=O)c1ccccc1
 : 9, /
N#Cc1c(SCc2ccccc2)sc(C(=O)c2ccccc2)c1N
 : -9, /
COC(=O)C1=C(C)N(C)C(C)=C(C(=O)OC)C1c1ccc(C(=O)OC)cc1
 : -2, -11
O=C(CSc1nnc(-c2c[nH]c3ccccc23)o1)N(Cc1ccccc1)c1ccc(F)cc1
 : -10, -13
O=C(NCc1ccc(C(F)(F)F)cc1)C1CC(c2cccc(F)c2)=NO1 (stereo not given)
 : 2, /
Cc1ccc(C)c(SCc2noc(C(=O)NCC3CCCO3)c2C(=O)O)c1 (stereo not given)
 : -9, /
COc1ccc(CNC(=O)C(c2ccco2)N(Cc2ccccc2)C(=O)Cc2cccs2)cc1 (stereo not given)
 : 66, /
O=C(NC1CC1)c1ccc(CS(=O)(=O)c2c(Cl)cccc2Cl)o1
 : -15, -13
O=C1CC(c2ccco2)CC(O)=C1C=Nc1cc(Cl)ccc1O (stereo not given)
 : 2, -1
O=C(Nc1ccc(-n2cnnn2)cc1)C1CCC1
 : -11, -1
CCCCOC(=O)C1=C(C)Nc2ncnn2C1c1cccc(OC)c1 (stereo not given)
 : -8, -63
CCOc1cc(CNc2ncc(-c3ccc(OC)cc3)n2C)ccc1O
 : -9, -2
Cc1ccc(SCCC(=O)N(C)C)cc1
 : -10, -19
C/C=C(\C)CN1CCc2cc(OC)c(OC)cc2C1
 : 5, -4
N#CCCN(CCC#N)c1nnc(-c2ccccc2)s1
 : 58, -6
CCOc1ccc2c(c1)-c1c(ssc1=S)C(C)(C)N2C
 : 1, /
O=C1N=C(O)CN1/N=C/c1ccc(-c2ccc([N+](=O)[O-])cc2)o1
 : -126, /
Cc1cc(NC(c2ccc(Cl)cc2)c2ccc3cccnc3c2O)no1 (stereo not given)
 : -6, /
Cc1cccc(CC(=O)OCn2nnc3ccccc3c2=O)c1
 : -12, /
CCCCNS(=O)(=O)c1ccc2nc(SCC(=O)c3ccc(C#N)cc3)[nH]c2c1
 : -11, -2
Cc1cc(-c2cc(C(=O)NCc3ccccc3)on2)nc(NC2CCCC2)n1
 : -12, /
Cn1nc(-c2ccc(C(=O)Nc3cccc(Cl)c3)cc2)c2ccccc2c1=O
 : 8, /
Cc1cc(C(C)(C)C)ccc1OCCN(C)C
 : 9, -8
CCOC(=O)c1ccc(NC(=O)c2nc[nH]c2C(=O)NC)cc1
 : -7, /
CCOC(=O)c1ccc(NC(=O)CS(=O)(=O)c2cn(CC)c3ccccc23)cc1
 : 5, 0
O=C1NC(=O)C(CCc2ccncc2)(Cc2ccc3c(c2)OCO3)C(=O)N1CCc1ccccc1 (stereo not given)
 : 13, /
O=C1NC(NS(=O)(=O)c2ccccc2)(C(F)(F)F)C(=O)N1Cc1cccnc1 (stereo not given)
 : 6, -2
NC(=O)[C@H](Cc1cc2ccccc2s1)NC(=O)[C@@H]1CC2(CC(c3cccc(NC(=O)[C@@H]4CCC(=O)N4)c3)=NO2)CN1C(=O)/C=C/c1c(F)cccc1Cl (stereo not given in full)
 : 12, /
c1csc(C(c2nnnn2C2CCCCC2)N2CCN(c3nc4ccccc4s3)CC2)c1 (stereo not given)
 : 5, /
CCOCCCNS(=O)(=O)c1ccc(NC(=O)N2c3ccccc3Sc3ccccc32)cc1
 : -11, /
COc1ccc2nc(NC(=O)CN(C)S(=O)(=O)c3cccs3)sc2c1
 : -2, /
COCc1nc2ccccc2n1CCCOc1ccccc1
 : 14, -22
C1=CCC(/C=N/n2cnnc2)CC1 (stereo not given)
 : 5, 0
C=CCn1c(SCC(=O)Nc2ccc(N(C)C)cc2)nnc1-c1cccc(C)c1
 : -10, 7
COCC(=O)Nc1nnc(COc2ccc(Cl)cc2)s1
 : -12, /
CCn1c(=O)c(-c2ccccc2)c(O)c2ccccc21
 : -10, -2
CCOC(=O)c1cnn(-c2nc(-c3cccc(F)c3)cs2)c1C(F)(F)F
 : -2, /
O=C(NC1CCCCC1)N1CCN(Cc2nc3ccccc3c(=O)[nH]2)CC1
 : 10, 13
CCOc1ccc(N2C(=O)CC(SCCN)C2=O)cc1 (stereo not given)
 : -5, -14
O=C(NC1CCCC1)C(c1ccccc1)N(Cc1ccco1)C(=O)Cc1cccs1 (stereo not given)
 : 4, /
COc1cc(NS(=O)(=O)c2ccc(N/C=C(\C=O)c3nc4cc(Cl)ccc4o3)cc2)nc(OC)n1
 : -9, /

# Additional compounds follow:
# Value order: RmlC RmlD mix, RT RNaseH block
COc1cc(C(C)=O)ccc1OCC(=O)c1cc(C)n(C2CC2)c1C
 : 10, -23
c1ccc(Oc2cccc(OCCCCSc3ncccn3)c2)cc1
 : 7, /
c1ccc(-n2c(-c3ccncc3)nnc2-c2ccco2)cc1
 : 5, -17
COc1ccc(/C(O)=C2/C(=O)C(=O)N(CCN3CCOCC3)C2c2cccnc2)cc1OC (stereo not given)
 : 7, -7
CNC(=O)c1ccccc1-c1ccccc1
 : -6, -2
CCOc1ccc(-c2nnn(CC(=O)Nc3cc(OC)cc(OC)c3)n2)cc1OCC
 : -3, 15
Cc1nc2ccccc2c(=O)n1NC(=O)Cc1ccc(Br)cc1
 : 7, /
Cc1c(Cl)c([N+](=O)[O-])nn1CC(=O)NC1CCCCC1
 : -14, /
Cc1nnc(SCc2ccc(C(=O)O)cc2)s1
 : -12, /
Cc1ccc(-n2nnnc2SCc2nnc(-c3ccccc3Br)o2)cc1
 : -22, -56
CCC(=O)N1CCc2cc(S(=O)(=O)NC(C(=O)NC(C)c3ccccc3)C(C)C)ccc21 (stereo not given)
 : -10, -4
Cn1ccnc1Sc1nc2c(c(=O)n(C)c(=O)n2C)n1C
 : 4, -8
COc1cc(C(c2sc3nc(C)nn3c2O)N2CC(C)CC(C)C2)cc(OC)c1OC (stereo not given)
 : 8, -1
CC1CCC(C(C)C)C(OC(=O)CSc2n[nH]c(=O)[nH]c2=O)C1 (stereo not given)
 : -26, 0
Cc1cccc(Oc2nc(-c3cccc([N+](=O)[O-])c3)nc3ccccc23)c1C
 : 0, /
CCOC(=O)c1cc(-c2ccccc2)sc1N
 : /, 65*
Cc1ccc2c(c1)c(C)c(C)n2CC(O)CN1CCCCC1C (stereo not given)
 : 1, 0
COc1ccccc1Nc1ncnc2ccccc12
 : -9, 44
Cn1c(SC2C(=O)CC(C)(C)CC2=O)nnc1-c1ccco1
 : -13, -2
O=C(c1cccc(S(=O)(=O)N2CCOCC2)c1)N(CCO)Cc1ccccc1
 : -8, /
CC(=NCc1ccco1)c1c(C(F)(F)F)[nH]n(-c2nc3ccccc3s2)c1=O
 : -8, /
CC1=C(C(=O)NCc2ccccc2)C(c2ccccc2OCC(N)=O)NC(=O)N1 (stereo not given)
 : 11, -5
Cc1oc2cc(O)ccc2c(=O)c1Oc1ccc2ccccc2c1
 : -14, /
CCOc1cc(NC(=O)c2cnccn2)c(OCC)cc1NC(=O)c1ccc(OC)cc1
 : /, 49
COC(=O)c1cc(OC)c(OC)cc1NC(=O)c1ccc(C)o1
 : -26, /
COc1ccc(S(=O)(=O)NCCSCc2ccco2)cc1
 : -4, -16
COc1cccc(CN(CC(=O)NC2CCCC2)C(=O)Cn2nnc(-c3cccs3)n2)c1
 : 104, /
COc1cnn(-c2ccccc2)c(=O)c1N(C)C
 : -11, -9
O=C(CCc1ccccc1)NCCCN1CCOCC1
 : -74, -17
c1ccc(C2CN3CCSC3=N2)cc1 (stereo not given)
 : -10, /
O=c1[nH][nH]cc1C=Nc1ccccc1O
 : -19, /
COc1c(F)c(F)c(C(=O)O)c(Nc2ccccc2)c1F
 : -10, /
O=C(CS(=O)(=O)Cc1ccccc1)Nc1cccnc1
 : /, -1
CCOc1ccccc1Nc1ncnc2ccccc12
 : 1, -30
Cc1csc(NC(=O)c2cccn2C)n1
 : 2, /
O=C(COC(=O)C1COc2ccccc2O1)NC1CCS(=O)(=O)C1 (stereo not given)
 : 0, 5
O=C(O)c1ccccc1C(=O)NCc1cccnc1
 : -5, -6
CCCc1nc2sc3c(c2c(=O)n1N)CCC3
 : /, 4
Cc1ccc(C(=O)Nc2ccc(S(=O)(=O)N3CCN(C)CC3)cc2)o1
 : -16, 0
Cc1nn(Cc2ccccc2)c2c1C(c1ccncc1)C(C#N)=C(N)O2 (stereo not given)
 : 10, 33

# Entries of single compounds as entered above.
# Listed for O=c1[nH][nH]cc1C=Nc1ccccc1O : RmlC RmlD mix: -19; RT RNaseH block: /
# Listed for Cc1cccc(Oc2nc(-c3cccc([N+](=O)[O-])c3)nc3ccccc23)c1C : RmlC RmlD mix: 0; RT RNaseH block: /

# Later entries
# Value order: RmlC RmlD mix, RT RNaseH block
COC(=O)c1c(C(=O)OC)c(C)n(Cc2cccnc2)c1C
 : -3, -17
O=C1CSC(=O)N1CC(O)COc1ccc(Cl)cc1 (stereo not given)
 : -7, -3
Cc1sc2ncn(CC(=O)NCCCC(=O)N3CCC4(CC3)OCCO4)c(=O)c2c1C
 : -9, /
c1ccc(CN2CCN(c3nc(-c4ccccc4)nc(-n4ccnc4)n3)CC2)cc1
 : 8, -13
Cn1c(Cc2cccs2)nnc1SCc1nc2ccccc2[nH]1
 : 4, -8
c1ccc(-c2nc(NCC3CCCO3)c3oc4ccccc4c3n2)cc1 (stereo not given)
 : 0, /
O=C(CSc1nc2ccccc2c(=O)n1CCCO)NCc1ccccc1
 : -1, -16
CC(C)C(=O)N1CCC2(CC1)Oc1ccc(F)cc1C(=O)C21CC(c2ccc(Cl)cc2)=NO1 (stereo not given)
 : 10, /
